Pin1 inhibitor = inhibitors of human Pin1; Q13526; 390,000 tested, 0.009% active; Potency, µM (series often up to 115 µM), for the others: at the highest dose activity, negative = inhibition, hits mostly inhibitors; Pin1 FP peptide displacement, HiFluor488, 10 min; active = well fitted inhibition curve with a large enough effect in the polarisation, with a control signal flat, not every such curve was filed as active; inconclusive = small, poorly fitted or top-dose-only effect, or effect the other way, or a change in a side signal; inactive = no such curve, though single readings can be large or run the other way; the % refers to the polarisation; also: potency is read from the fitted curve at half-maximal effect; % is scaled to controls: 0 for no effect and ±100 for the full control effect
Target sequence (Q13526 whole entry, looked up): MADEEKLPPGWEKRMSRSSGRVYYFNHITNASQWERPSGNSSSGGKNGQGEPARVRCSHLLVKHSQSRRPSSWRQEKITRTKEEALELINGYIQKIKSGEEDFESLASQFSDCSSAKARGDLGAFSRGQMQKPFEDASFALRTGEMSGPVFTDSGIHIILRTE
PI4K2A inh = inhibitors of human PI4K2A | Q9BTU6 | purified PI4K2A, ADP-Glo luminescence, 1 h; stronger effect = lower value | activity change, negative = inhibition, % at 76.9 µM | 420,000 tested, 0.13% active | AID 1346378; in the data active = activity change below about -50%; inconclusive = mostly about -30% to -49%;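 also: -100% = wells without enzyme as full effect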
Target sequence (Q9BTU6 whole entry, looked up): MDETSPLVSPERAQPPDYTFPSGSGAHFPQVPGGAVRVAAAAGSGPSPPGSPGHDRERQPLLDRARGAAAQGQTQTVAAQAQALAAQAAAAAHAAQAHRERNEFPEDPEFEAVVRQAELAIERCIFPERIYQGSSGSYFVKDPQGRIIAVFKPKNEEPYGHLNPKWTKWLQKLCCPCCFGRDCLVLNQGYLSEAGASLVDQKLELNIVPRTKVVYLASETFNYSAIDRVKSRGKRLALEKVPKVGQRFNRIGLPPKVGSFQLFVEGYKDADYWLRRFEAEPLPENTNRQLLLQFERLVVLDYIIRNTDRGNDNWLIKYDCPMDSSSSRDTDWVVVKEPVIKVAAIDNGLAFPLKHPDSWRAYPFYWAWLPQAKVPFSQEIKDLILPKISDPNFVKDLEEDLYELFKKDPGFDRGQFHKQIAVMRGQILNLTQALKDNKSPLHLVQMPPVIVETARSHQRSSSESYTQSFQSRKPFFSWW
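PI4K2A activity was measured by ADP-Glo luminescence: enzyme (4 ug/mL stock) and phosphatidylinositol (1.2 mM stock) in Tris pH 7.5/MgCl2/EGTA/Triton X-100 buffer were reacted with ATP (300 microM stock) for one hour at ambient temperature.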
G9a inh = G9a (human) methyltransferase inhibition; G9a H3K9 monomethylation, AlphaScreen, 2 h; Potency, µM (titrated, usually from 102 µM), for the others: at the top dose activity, negative = inhibition, usual class: inhibitors; 350,000 tested, 8.8% active; also: potency is read from the fitted curve at half-maximal effect; % is scaled to controls: 0 for no effect and ±100 for the full control effect; nearly all actives have a fitted effect of over 75% in size
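Using a bead-based AlphaScreen, monomethylated H3K9 product from 2 h room-temperature reactions (G9a 20 nM, peptide 500 nM, SAM 20 uM) was detected with 0.5 ug/mL rabbit anti-H3K9me1 antibody.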
JMJD2A Tudor inh = inhibitors of human JMJD2A Tudor domain. O75164. AlphaScreen JMJD2A-Tudor / H3K4me3 peptide binding. Potency, µM (series often up to 114 µM), for inactives: top-dose activity change, negative = inhibition, usual class: inhibitors. 390,000 tested, 4.4% active; also: potency is read from the fitted curve at half-maximal effect; % is scaled to controls: 0 for no effect and ±100 for the full control effect; nearly all actives have a fitted effect of over 50% in size
ERG-DNA inh = ERG Ets/DNA interaction inhibition; P11308; fluorescence polarization, His-ERG Ets domain / labelled DNA; Potency, µM (doses to about 76.9 µM), for the others: top-dose FP activity, negative = inhibition, actives largely listed as inhibitors; 370,000 tested, 0.028% active; AID 624246; active = well fitted inhibition curve with a large enough effect in the polarisation, with a control signal flat; inconclusive = small, poorly fitted or top-dose-only effect, or effect the other way, or a change in a side signal; inactive = no such curve, though single readings can be large or run the other way; the % refers to the polarisation;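 also: polarization taken with two DNA probes labelled with fluorescein and Texas red; potency is read from the fitted curve at half-maximal effect; % of control where 0% means no effect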
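His-tagged ERG Ets domain (1 uM in the protein solution; 300mM KCl, 50mM Tris-HCl, 1mM EDTA, 1mM DTT, pH 7.5) received compound, then a probe mix of 5 nM fluorescein-DNA and 100nM Texas-615-DNA. Fluorescence polarization was read for both dyes.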
PGK inhibitor = inhibitors of T. brucei phosphoglycerate kinase; 380,000 tested, 0.043% active; P07378; AID 602233; Potency, µM (top dose mostly 57.5 µM), without a hit: top-dose activity change, negative = inhibition, hits mostly inhibitors; PGK/GAPDH coupled, Kinase-Glo luminescence, 60 min; also: potency is read from the fitted curve at half-maximal effect; % is scaled to controls: 0 for no effect and ±100 for the full control effect; nearly all actives have a fitted effect of over 60% in size
Target sequence (P07378 whole entry, looked up): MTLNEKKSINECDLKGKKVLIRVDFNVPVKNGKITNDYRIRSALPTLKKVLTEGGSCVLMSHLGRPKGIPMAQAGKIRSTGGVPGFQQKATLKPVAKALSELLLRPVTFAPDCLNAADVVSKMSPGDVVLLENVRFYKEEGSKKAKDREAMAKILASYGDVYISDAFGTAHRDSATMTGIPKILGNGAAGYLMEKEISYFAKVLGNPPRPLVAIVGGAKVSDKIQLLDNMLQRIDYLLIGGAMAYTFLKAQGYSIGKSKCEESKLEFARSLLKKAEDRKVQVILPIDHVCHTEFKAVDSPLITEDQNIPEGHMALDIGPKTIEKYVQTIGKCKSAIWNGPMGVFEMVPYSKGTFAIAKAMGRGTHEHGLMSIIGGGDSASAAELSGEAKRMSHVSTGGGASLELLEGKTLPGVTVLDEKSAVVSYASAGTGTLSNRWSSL
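Luminescent ATP detection (Kinase-Glo Plus) follows a 60-minute room-temperature incubation, with wells lacking PGK as controls. Buffer: 100 mM TEA (pH 7.6), 5 mM MgCl2, 0.01% Tween-20. Coupling enzyme GAPDH (100 nM final) supplies unstable 1,3-BPG in-well.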
BAZ2B block = BAZ2B (human) inhibition. AID 504333. AlphaScreen BAZ2B-H3K14Ac peptide displacement. Potency, µM (series often up to 114 µM), for inactives: at the highest dose activity change, negative = inhibition, hits mostly inhibitors. 360,000 tested, 4.4% active; also: potency is read from the fitted curve at half-maximal effect; % is scaled to controls: 0 for no effect and ±100 for the full control effect; nearly all actives have a fitted effect of over 60% in size
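AlphaScreen luminescence quantifies BAZ2B engagement of H3K14Ac peptide; the protein and biotinylated peptide are both at 50 nM final, buffer PBS pH 7.4 with 0.01% Tween-20, all steps at room temperature.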
HP1b binding inh = HP1-beta chromodomain-methylated histone interaction inhibition | Potency, µM (doses to about 114 µM), without a hit: at the highest dose activity change, negative = inhibition, most hits filed as inhibitors | P83916 | AlphaScreen HP1-beta / biotin-H3K9me3 peptide binding | 390,000 tested, 0.56% active | AID 540317; also: potency is read from the fitted curve at half-maximal effect; nearly all actives have a fitted effect of over 70% in size; inactives centre near 23
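AlphaScreen: HP1-beta (50 nM) preformed 30 min with biotin-H3(1-18)K9me3 peptide (50 nM) in PBS pH 7.4, 0.01% Tween-20. Compound added for 30 min at RT, then streptavidin donor/nickel chelate acceptor beads (10 ug/mL) for 30 min.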
GLS inh = inhibitors of human glutaminase (GLS); Potency, µM (doses to about 45.5 µM), for the others: at the top dose activity change, negative = inhibition, actives largely listed as inhibitors; 410,000 tested, 0.21% active; AID 624170; O94925; GLS enzymatic activity, qHTS titration; also: potency is read from the fitted curve at half-maximal effect; % is scaled to controls: 0 for no effect and ±100 for the full control effect
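hKGA in 45 mM KH2PO4 (pH 8.2), 0.02% Tween-20 with compound, then 1mM L-Glutamine (stock as added) plus glutamate oxidase/HRP/Amplex red coupling mix. Fluorescence read initially and after 30 min at RT; signal change reflects glutamate formation.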
* marks the source's active call; other numbers are inactive results; i = inactive; ? = inconclusive; · = no result given; & = joins results of further samples; [ ] = remark or other dose. Unless noted, calls follow the shape of the dose curve; as a rule, active = well fitted curve in the direction sought with a large enough effect; inconclusive = small, poorly fitted or top-dose-only effect, or another doubt; inactive = no such curve, though single readings can be large; an effect the other way counts as inactive or inconclusive.

PI4K2A inh	PGK inhibitor	BAZ2B block	ERG-DNA inh	Pin1 inhibitor	G9a inh	JMJD2A Tudor inh	smiles	HP1b binding inh	GLS inh
3	1%	-12%	-1%	2%	34%	-5%	O=C(NCc1ccccc1)C(=O)NCC1OCCN1S(=O)(=O)c1ccc(Br)cc1 (stereo unspecified)	16%	4%
-7	i	-15%	-2%	-2%	11%	-7%	CCOc1cc(CN2CCCC(CNC(=O)c3ccc(F)cc3)C2)ccc1OC (stereo unspecified)	21%	1%
-5	i	1%	0%	0%	-6%[12.7 µM]	-26%	CC(N=C(NS(=O)(=O)c1ccc(Cl)cc1)c1ccccc1)C(=O)O (stereo unspecified)	77%[activator]	-6%
3	-1%	-1%	-6%	-7%	?	-12%	Cc1ccc(S(=O)(=O)NC(=O)N(C)C2CCCCC2)cc1	9%	3%
-3	-2%	-34%	4%	-13%	?	-6%	CCN1CCN(C(c2cc(OC)ccc2OC)c2nnnn2Cc2ccccc2)CC1 (stereo unspecified)	32%	3%
0	9%	-30%	6%	2%	16%[59 µM]	-15%	CC1CC(=O)N(CC(=O)Nc2ccc3c(c2)OCO3)c2ccccc2S1 (stereo unspecified)	17%	4%
1	3%	3%	-8%	-5%	-1%[59 µM]	-10%	COc1ccc(NC(=O)CN2C(=O)C(C)(C)c3ccccc32)cc1Cl	32%[57 µM]	-3%
1	-9%	-5%	18%	5%	-26%	-9%	COc1ccc(C(=O)N(CCc2ccccc2)Cc2ccccc2)cc1S(=O)(=O)N1CCOCC1	21%	3%
-4	-1%	-36%	-7%	-2%	?	?	COc1cc(/C=N/NC(=O)c2cc(C)n(-c3ccc(F)cc3)c2C)cc(OC)c1O	0%	27%
9	-5%	-16%	-2%	1%	3%	-20%	CC(O)Cn1c(N2CCCC2)nc2c1c(=O)n(C)c(=O)n2C (stereo unspecified)	21%	-16%
2	-6%	26%	5%	10%	27%[12.7 µM]	23%	COc1cccc(-c2cc(C(=O)N3CCCc4ccccc43)no2)c1	105%[activator]	-2%
-6	-1%	?	1%	-2%	·	22µM*	O=C(CN1CCCC1)Nc1ccc(F)c(Cl)c1	-21%	4%
-11	-1%	2.8µM*	81%[activator]	27%	18%	2.2µM*	Clc1ccc2nc(-c3ccccn3)c(Nc3ccc4c(c3)OCO4)n2c1	?	?
-10	-5%	?	-7%	0%	?	?	Cc1ccc(Nc2nc(-c3cccs3)cs2)nc1	19%	-1%
0	0%	-8%	1%	-2%	-43%[12.7 µM]	1%	COC(=O)c1ccc(Oc2nc(NC(C)C)nc(N(C)C)n2)cc1	48%[activator]	0%
-6	-6%	-12%	2%	-5%	?	28µM*	Clc1ccc(CN2CCCCCCC2)cc1Cl	-38%	17%
-5	-8%	2%	-2%	-2%	2%[59 µM]	3%	O=C(Nc1c(-c2ccc(F)cc2)nc2ccccn12)c1ccccc1F	52%[activator]	6%
-2	-5%	-4%	6%	3%	-2%	-13%	CCCNC(=O)c1cc(S(=O)(=O)N2CCCCC2)ccc1N1CCOCC1	26%	-5%
2	-9%	-3%	-4%	?	0%[2.33 µM]	-9%	COc1ccc(OC)c(NC(=O)C2CC(/C=C/c3ccccc3)=NO2)c1 (stereo unspecified)	16%	-6%
-1	i	-38%	4%	-7%	40µM*	-14%	Cc1n[nH]c(=O)c2c(NC(=O)CSc3nnc(C4CC4)n3C)oc(C)c12	47%[activator]	36%[activator]
1	4%	-31%	3%	-3%	8%	-4%	COc1ccc2cc(CCNC(=O)C3CC3)c(=O)[nH]c2c1	21%	3%
1	i	·	2%	0%	·	36%	CCOC(=O)C1=C(c2ccccc2)c2ccccc2N(S(=O)(=O)C(F)(F)F)C1C(=O)OCC (stereo unspecified)	79%[activator]	-12%
-3	-2%	?	1%	7%	45µM*	?	Cc1ccc(NC(=O)CCC(=O)c2cccs2)nc1	4%	4%
0	-4%	-4%	-5%	0%	7%[59 µM]	-11%	CC1CCC2(CC1)NC(=O)N(CC(=O)N1CCN(c3ccccc3)CC1)C2=O (stereo unspecified)	14%	8%
-2	-4%	0%	1%	-4%	-3%[59 µM]	-11%	Cc1nc2c(-c3ccc(F)cc3)c(C)nn2c(C)c1CCC(=O)NCc1ccc(F)cc1	26%	0%
-1	-11%	5%	-4%	7%	18%[59 µM]	-16%	CCCCc1ccc(NS(=O)(=O)c2cccc(C(=O)N3CCCN(C)CC3)c2)cc1	22%	3%
-6	-2%	1%	1%	1%	3%	-9%	Cn1cc(S(=O)(=O)N2CCCC2)cc1C(=O)NCc1ccccc1Cl	15%	1%
3&2	1%	-15%&-6%	8%&0%	2%&-4%	5%	-9%&-21%	Cn1c(=O)cc(OCC(=O)N2CCN(c3ccccc3F)CC2)c2ccccc21	72%&30%[activator]	-9%&1%
-2	-6%	2%	4%	?	-14%	-3%	Cc1ccc[n+](CC(=O)Nc2ccc([N+](=O)[O-])cc2)c1	12%	-1%
2	-9%	-5%	·	-13%	-2%[12.7 µM]	-20%	COc1ccc(C2(O)CCN(Cc3nnnn3Cc3ccc(C)cc3)CC2)cc1	7%	25%

Looked up by compound from the entries so far:
PI4K2A inh	PGK inhibitor	BAZ2B block	ERG-DNA inh	Pin1 inhibitor	G9a inh	JMJD2A Tudor inh	smiles	HP1b binding inh	GLS inh
-2	-5%	-4%	6%	3%	-2%	-13%	CCCNC(=O)c1cc(S(=O)(=O)N2CCCCC2)ccc1N1CCOCC1	26%	-5%
2	-9%	-3%	-4%	?	0%[2.33 µM]	-9%	COc1ccc(OC)c(NC(=O)C2CC(/C=C/c3ccccc3)=NO2)c1 (stereo unspecified)	16%	-6%
-5	-8%	2%	-2%	-2%	2%[59 µM]	3%	O=C(Nc1c(-c2ccc(F)cc2)nc2ccccn12)c1ccccc1F	52%[activator]	6%

Continued:
PI4K2A inh	PGK inhibitor	BAZ2B block	ERG-DNA inh	Pin1 inhibitor	G9a inh	JMJD2A Tudor inh	smiles	HP1b binding inh	GLS inh
-3	-2%	·	1%	16%	·	-27%	COc1ccccc1N(C)S(=O)(=O)c1ccc(Cl)c(C(=O)Nc2ccccc2N2CCOCC2)c1	25%	-5%
-3	-9%	68%[activator]	-1%	11%	83%[activator]	76%[activator]	Brc1ccc(CSc2nnc(-c3ccco3)o2)cc1	140%[activator]	0%
-3	i	?	2%	-14%	?	?	COc1ccccc1N1CCN(CCCNC(=O)c2cnn(-c3ccccc3Cl)c2C2CCN(C(=O)OC(C)(C)C)CC2)CC1	-4%	8%
1	-5%	-35%	-6%	1%	1.4µM*	-19%	CCc1cccc(CC)c1NC(=O)CSc1nc2ccc(N3C(=O)C4C(C3=O)[C@H]3C=C[C@@H]4C3)cc2s1 (stereo partly specified)	-15%	14%
0	1%	-13%	?	1%	-2%	11%	CC(=O)c1c(C)[nH]c(C(=O)N2CCCC(C)C2)c1C (stereo unspecified)	18%	2%
-3	9%	-37%	-3%	5%	?	?	CC(C)(C)C(=O)NC(=S)NNC(=O)c1ccc(-c2ccccc2)cc1	5%	21%
0	-9%	-2%	-1%	-5%	1%	-8%	NS(=O)(=O)c1ccc(CCNC(=O)COC(=O)CN2C(=O)C3CCCCC3C2=O)cc1 (stereo unspecified)	17%	0%
-3	-4%	-36%	-2%	-3%	-26%	-9%	CCC1/C(=N\O)CC(c2ccco2)NC1c1ccco1 (stereo unspecified)	5%	4%
0	-2%	1%	-2%	-1%	8%[59 µM]	3%	O=C(NCc1ccc(Cl)cc1)c1cnc(N2CCOCC2)c2ccccc12	25%[57 µM]	6%
-3	-1%	1%	-17%	12%	-7%[2.33 µM]	-9%	CN(C(=O)c1ccc(NC(=O)Cc2cccc(NC(=O)C3CCCN(C(=O)C4CCCC4)C3)c2)cc1)C1CCCC1 (stereo unspecified)	36%	-2%
0	3%	-2%	-5%	-4%	-9%	56µM*	CNS(=O)(=O)c1ccc(NC(=O)C2CC(=O)N(c3ccc(Cl)cc3)C2)cc1 (stereo unspecified)	?	2%
-1	i	-34%	-12%	-14%	-14%	-10%	Cn1c(=O)n(C)c2cc(N3CCCCC3)c(NC(=O)c3cccc(Cl)c3)cc21	20%	2%
1	-8%	0%	3%	-6%	0%[59 µM]	-13%	Cc1cc(C(=O)N/N=C2\CC(=O)CC(C)(C)C2)c2ccccc2n1	32%	17%
4	-10%	1%	3%	1%	-12%	4%	COc1ccc(OC)c(N(CC(=O)N2CCCC2)S(=O)(=O)c2ccc(C)cc2)c1	26%	0%
-3	1%	10%	-3%	5%	-6%[59 µM]	0%	N/C(=N\OC(=O)CCCN1C(=O)c2ccccc2C1=O)c1ccc(Cl)cc1	17%	11%
1	0%	25%	10%	-1%	144%[activator]	68%[activator]	Cc1ccc(Cl)cc1N1CCN(S(=O)(=O)N2CCCCC2)CC1	116%[activator]	-3%
2	-2%	-2%	-9%	2%	·	-8%	COc1ccc(Cl)cc1C(=O)NNC(=O)c1cccc([N+](=O)[O-])c1	14%[57 µM]	5%
1	-5%	·	-7%	-4%	·	-22%	CCN(CC(=O)Nc1ccccc1C(F)(F)F)C(=O)c1ccccc1OCc1ccc(F)cc1	18%	5%
2	-7%	8%	-2%	1%	4µM*	56µM*	CCN(CC)CCNS(=O)(=O)c1ccc(OC)c(Br)c1	28%	11%
1	-3%	-3%	-3%	0%	16µM*	4%	NNC(=O)C(=O)Nc1ccc(O)cc1	26%	23%
